Compound activity as filed in PubChem.
mABHD4 FP: inhibits mouse alpha/beta hydrolase domain 4; hit rate 0.54% among 370,000; Q8VD66; AID 720543; purified mABHD4, FP-Rh probe fluorescence polarization; inhibition, % at 8.92 µM;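 active = inhibition exceeding the mean over every tested compound plus 3 SD, cut at about 30% in these data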;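 also: 0% = plate median of compound wells and 100% = S159A mutant with DMSO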
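Test system: mouse ABHD4 enzyme, wild type. Reagent: FP-Rh fluorescent activity-based probe, added after compound pre-incubation. Timing: pre-incubation 45 min, probe exposure 60 min, at 25 °C. Technique: FP readout, ex 525 nm / em 598 nm. Benchmarks: high control S159A mutant with DMSO, low control median of compound wells.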
TCR CD3 inh: blocks the human TCR-CD3 interaction | TAMRA-labeled TCR probe fluorescence, biochemical | inhibition, % at 9.4 µM | hit rate 0.37% among 360,000 | AID 651800; in the data active = inhibition above about 19%;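 also: recombinant mutant TCR 2C K166C tagged with TAMRA read by polarization; 0% = receptor in buffer alone and 100% = receptor with positive control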
SIAE primary: inhibitors of human sialic acid acetylesterase SIAE; hit rate 0.69% among 370,000; SIAE FP-Rh probe binding, fluorescence polarization; inhibition, % at 9.66 µM; Q9HAT2;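 active = inhibition above a cutoff: mean of compounds within the control limits plus 3 SD of those, cut at about 17% in these data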;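 also: 0% = plate median of compound wells and 100% = probe without SIAE protein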
LEDGF integ inh: blocks HIV-1 LEDGF/p75-dependent DNA integration; AID 743269; hit rate 0.64% among 370,000; TR-FRET IN-LEDGF/p75 DNA integration, Eu/Cy5; inhibition, % at 3.7 µM;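 active = inhibition above the screen-wide mean plus 3 SD, cut at about 13% in these data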;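 also: signal is the Cy5 over europium emission ratio at 671 and 618 nm; 0% = plate median of compound wells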
HTRA1 inhibitor: HTRA1 (human) protease inhibition | AID 504803 | hit rate 0.5% among 340,000 | Q92743 | inhibition, % at 5.96 µM | recombinant HTRA1, FP-rhodamine activity-based probe, fluorescence polarization; in the data active = inhibition above about 36%;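 also: 0% = enzyme with DMSO and 100% = wells lacking enzyme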
Target sequence (Q92743 whole entry, looked up): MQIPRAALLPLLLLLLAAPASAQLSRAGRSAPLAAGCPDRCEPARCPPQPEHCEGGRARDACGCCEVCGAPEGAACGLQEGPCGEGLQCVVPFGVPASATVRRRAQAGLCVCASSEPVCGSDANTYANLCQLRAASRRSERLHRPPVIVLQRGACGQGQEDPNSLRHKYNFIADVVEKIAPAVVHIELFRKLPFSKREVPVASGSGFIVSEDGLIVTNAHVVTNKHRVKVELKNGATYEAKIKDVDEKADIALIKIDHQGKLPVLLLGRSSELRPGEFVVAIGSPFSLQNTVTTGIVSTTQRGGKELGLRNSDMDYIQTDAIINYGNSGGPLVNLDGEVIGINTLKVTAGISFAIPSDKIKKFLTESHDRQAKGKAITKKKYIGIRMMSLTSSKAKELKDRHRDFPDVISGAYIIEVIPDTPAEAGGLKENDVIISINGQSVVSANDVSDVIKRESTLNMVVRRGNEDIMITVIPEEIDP
rCAG binder: molecules binding r(CAG) RNA repeats; inhibition, % at 3 µM; hit rate 1.3% among 370,000; r(CAG) RNA repeat, TO-PRO-1 dye displacement fluorescence;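 active = inhibition above the plate cutoff, the mean of all test compounds on that plate plus 3 SD, cut at about 35% in these data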;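 also: 0% = DMSO alone and 100% = 100 µM mitoxantrone as full dye displacement; higher means more dye released from RNA so lower well fluorescence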
NR1D1 modulator: Rev-erb alpha (human) modulation; AID 1259318; Rev-erbα–FITC-DNA binding, fluorescence polarization, 90 min; hit rate 0.79% among 370,000; activity, % at 10 µM; P20393;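 active = activity above about 14%, limit read from the data; passing the limit was not always enough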;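 also: 0% = DMSO wells with 35 nM protein and 100% = DMSO wells with 750 nM protein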
PRMT1 inh: inhibitors of human PRMT1 | Q99873 | recombinant PRMT1, activity-based probe fluorescence polarization | inhibition, % at 2.79 µM | hit rate 1.3% among 370,000;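 active = inhibition above about 21% made by adding two undisclosed values, limit read from the data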
Target sequence (Q99873 whole entry, looked up): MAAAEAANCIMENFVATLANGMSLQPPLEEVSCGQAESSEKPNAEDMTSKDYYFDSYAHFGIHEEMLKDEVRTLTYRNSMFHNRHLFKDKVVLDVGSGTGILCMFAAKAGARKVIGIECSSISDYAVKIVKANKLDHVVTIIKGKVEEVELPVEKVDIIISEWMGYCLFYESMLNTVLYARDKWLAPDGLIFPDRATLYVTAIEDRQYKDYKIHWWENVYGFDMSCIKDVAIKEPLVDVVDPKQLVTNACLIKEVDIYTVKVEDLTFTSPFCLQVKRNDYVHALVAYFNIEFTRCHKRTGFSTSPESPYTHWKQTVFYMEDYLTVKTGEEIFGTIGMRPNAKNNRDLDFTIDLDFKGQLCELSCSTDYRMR
PG9 Ab binder: binds the HIV-1 gp120 antibody PG9 | hit rate 0.43% among 360,000 | TR-FRET gp120-PG9 antibody binding | AID 624416 | inhibition, % at 6.7 µM; in the data active = inhibition above about 8.5%
TDP2 absorb: TDP2 (human) inhibition, absorbance primary screen. O95551. recombinant TDP2, T5PNP hydrolysis, p-nitrophenol absorbance 415 nm. inhibition, % at 12.8 µM. hit rate 0.34% among 370,000;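 active = inhibition above the mean of all tested compounds plus 3 SD, set per campaign, cut at about 25% in these data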;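 also: 0% = DMSO with enzyme and 100% = buffer with substrate but no TDP2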
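Read-out basis: percent inhibition. System: recombinant human TDP2. Buffer or medium: Mg2+-containing Tris-HCl buffer, pH 7.5. Repeats: single replicate. Timing: reaction 2 h, 37 °C. Benchmarks: high control without enzyme, low control DMSO plus TDP2. Probe or stimulus: 5 mM T5PNP. Doses: 12.8 µM only. Measured by: epi absorbance of p-nitrophenol freed from T5PNP by hydrolysis.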
* marks the source's active call; other numbers are inactive results; · = no result given. Not all compounds are listed; rates above refer to the full screens.

smiles,mABHD4 FP,TCR CD3 inh,SIAE primary,LEDGF integ inh,HTRA1 inhibitor,rCAG binder,NR1D1 modulator,PRMT1 inh,PG9 Ab binder,TDP2 absorb
Cc1cnc(C)c(Nc2nc(C(N)Cc3ccc(C(F)(F)F)cc3)cs2)n1 (configuration not stated),12,2,-1,13,·,8,-2,1,-2.3,-10
O=S(=O)(CC(CN1CCCCC1)N1CCCCC1)c1ccccc1 (configuration not stated),4,-7,1,2,-6,-2,1,-2,-2.1,11
COc1cc(NC(=O)COc2ccc3c(C)cc(=O)oc3c2C)cc(OC)c1OC,-3,10,-2,6,4,-2,13,-1,-2.1,-7
O=C(CCNC(=O)C1CCN(S(=O)(=O)c2ccc(F)cc2)CC1)Nc1nccs1,-3,7,0,3,-6,-2,2,2,-0.9,-9
CN1CCN(c2ccc(C(=O)c3ccccc3)cc2[N+](=O)[O-])CC1,1,9,4,-2,0,1,3,-3,-0.6,5
CC(C)(O)C#Cc1ccc(C(=O)Nc2ccc3c(c2)OCO3)s1,2,-3,10,1,-1,2,-2,3,0.5,-8
COc1ccc(C(C)(O)c2nc(-c3ccc(F)c(Cl)c3)cs2)cc1 (configuration not stated),-34,-1,-10,-3,·,1,3,2,-1.9,-1
CCc1ccccc1C1C(=O)c2ccccc2C1=O,1,4,3,1,13,0,4,6,1.4,3
CCN1CCN(S(=O)(=O)c2ccc(OC)c(NC(=O)c3ccccc3F)c2)CC1,3,-2,13,2,-2,-6,3,-2,-0.8,11
CN(C)CCn1c2c(c(SCC(=O)Nc3cccc4ccccc34)nc1=O)CCC2,1,3,-5,4,-2,-3,7,-3,0.6,-10
CCC(CC)NC(=O)Cn1c(C(C)NC(C)=O)nc2ccccc21 (configuration not stated),7,0,0,-4,-6,-2,-5,4,2.0,2
COc1ccc(-c2nc(CS(=O)CC(=O)NCc3ccccc3)c(C)o2)cc1OC (configuration not stated),0,-3,1,-1,-6,-3,1,3,-1.9,4
COc1ccc(OC)c(C(c2c(C)[nH][nH]c2=O)c2c(C)[nH][nH]c2=O)c1,3,-6,3,0,3,5,-1,-2,-0.3,50*
CCOC(=O)c1c(NC(=O)COC(=O)c2ccc(Cl)nc2)sc(C(=O)N(C)C)c1C,3,-2,-6,0,-10,3,1,-2,-0.2,-4
CCOC(=O)C1=C(C)N=C2SCCC(=O)N2C1c1cccs1 (configuration not stated),-2,3,2,1,-5,-3,0,-2,-2.4,3
CCOC(=O)CNC(=O)C(CO)NC(=O)OCc1ccccc1 (configuration not stated),-7,-4,-5,-4,8,1,4,5,0.4,-6
COc1ccc(CC(O)CO)cc1OCc1ccccc1 (configuration not stated),1,6,6,0,-7,4,-7,-3,1.0,-3
CCCCC1CCC(C(=O)N(CC(C)C)c2c(N)n(CCCC)c(=O)[nH]c2=O)CC1 (configuration not stated),0,-4,0,0,-5,0,2,-3,1.0,0
O=c1ccc(-c2ccc(S(=O)(=O)N3CCN(c4cccc(Cl)c4)CC3)o2)n[nH]1,3,2,-11,0,3,4,76*,0,3.3,-3
O=C(Nc1cc(S(=O)(=O)N2CCOCC2)ccc1Cl)C1CCC1,0,-1,5,2,-2,-2,-8,-1,-0.7,5
CCOC(=O)c1c(C2COc3ccccc3O2)csc1NC(=O)c1ccco1 (configuration not stated),-3,-3,-3,2,3,1,4,13,2.5,1
CCC(C)[C@H](N)c1cn([C@@H](CCCCN)C(=O)N2CCNCC2)nn1 (some centres not stated),-3,-1,3,-1,-15,5,4,0,0.8,-3
COc1cccc(-n2nnnc2SCC(=O)Nc2ccccc2OC)c1,-2,-2,1,4,-8,-3,-5,2,0.0,-5
COc1ccc(/C=C(/NC(=O)c2ccc(OC)c(OC)c2)C(=O)NCCCn2ccnc2)cc1,1,-5,4,2,-2,-1,-2,1,-1.4,11
COc1ccc2c(c1)N(C(=O)CSc1n[nH]c(C)n1)C(C)(C)C=C2C,0,-3,3,-1,4,-8,-1,0,1.0,-2
Cn1c(C(=O)OC(C(=O)NC2CCCC2)c2ccncc2)cc2sccc21 (configuration not stated),2,-6,1,4,-14,-2,-4,6,-1.8,-9
O=C(c1cccc(C(F)(F)F)c1)N1CCN(S(=O)(=O)c2ccc(Cl)s2)CC1,-1,0,6,-1,-4,-6,0,0,-2.1,3
Cc1cccc(/C=N/NC(=O)c2cc3c(s2)-c2ccccc2CC3)c1,-23,9,-83,-5,-129,9,7,1,-1.0,4
CCOc1cc(/C=N/N=C2/NC(=O)C(CC(=O)O)S2)ccc1OCc1ccccc1Cl (configuration not stated),-11,6,-7,-2,-5,64*,-1,5,0.8,-2
O=C1CC(c2cccs2)CC(O)=C1C=NCCN1CCNCC1 (configuration not stated),-5,1,-1,4,4,-7,2,-1,0.4,2

(continued)
smiles,mABHD4 FP,TCR CD3 inh,SIAE primary,LEDGF integ inh,HTRA1 inhibitor,rCAG binder,NR1D1 modulator,PRMT1 inh,PG9 Ab binder,TDP2 absorb
CCCN(C(=O)COC(=O)CCC(=O)c1ccccc1)c1c(N)n(Cc2ccccc2)c(=O)[nH]c1=O,-1,-3,4,4,12,4,1,-5,-2.1,-12
CN(C(=O)COC(=O)c1cccc(S(=O)(=O)N2CCCCCC2)c1)c1ccccc1,1,-6,-2,-2,-1,-1,-5,2,0.9,-2
CCn1c(=O)c2cc(C(=O)Nc3ccc(OC)cc3OC)sc2c2ccccc21,-2,4,-2,-4,-3,-1,-20,-2,0.9,-6
CSCC[C@H](NC(=O)COc1cc2c(c3oc(=O)c(C)c(C)c13)CCC(C)(C)O2)C(=O)O,-5,7,-6,2,4,30,-4,-4,-1.3,-14
COc1ccc(CN2C(=O)CCC2(C)c2nnnn2-c2c(C)cccc2C)cc1OC (configuration not stated),-4,3,-6,0,·,1,-5,0,1.0,10
CCOC(=O)c1cn2nc(Oc3ccc(NC(C)=O)cc3)ccc2n1,-2,3,-1,2,9,0,-1,1,-1.2,-2
CCCc1nnc(NC(=O)CC(=O)Nc2ccccc2C(=O)O)s1,-2,2,2,1,2,6,11,2,1.2,-9
COc1cc(OC)cc(C(=O)N2CCC(N3CCN(c4ccccc4OC)CC3)CC2)c1,14,-6,3,2,-1,-5,-6,5,1.5,4
Cc1nc(N2CCOCC2)c2cc(-c3ccccc3)sc2n1,-6,2,-9,0,-11,0,7,-2,1.1,1
Oc1ccc(C2=NN(c3ccccc3)C(c3ccc(F)cc3)C2)cc1 (configuration not stated),0,-1,13,4,23,15,1,-5,2.4,-10
Cc1cscc1NC(=O)/C=C/C(=O)O,7,5,4,-1,·,1,8,3,-0.8,13
CCN1CCN(c2ccc(S(=O)(=O)N3CCOCC3)cc2NC(=O)c2ccc(C)cc2C)CC1,2,7,-2,2,-8,4,0,-1,0.3,-7
COc1cc(OC)c(C(=O)NCc2ccco2)cc1OC,2,8,14,2,3,0,-1,-4,-1.3,1
C=CCOn1c(=O)c(-c2ccc(Br)cc2)[n+]([O-])c2ccccc21,2,2,-1,-2,6,0,-2,1,-1.1,5
CCCN1CCOC(CC(=O)Nc2ccc([N+](=O)[O-])cc2)C1=O (configuration not stated),4,5,-4,-1,-3,7,-3,7,-1.3,0
CC(C)CC(C(=O)NC(C)(C)C)N(Cc1ccccc1Cl)C(=O)c1snc(C(N)=O)c1N (configuration not stated),2,-3,-3,-8,-24,2,3,-1,-1.6,-1
O=C(CS(=O)(=O)c1ccccc1)N1CCCCCC1,-5,-1,-1,-3,9,1,3,0,0.3,9
N#CC1=C(S)N(c2ccccc2)C(c2ccc(-c3cccc(Cl)c3)o2)NC1=O (configuration not stated),-12,3,4,-9,-27,15,-1,5,0.2,4
Cc1ccc(S(=O)(=O)NCCC(=O)NNC(=O)c2ccccc2O)cc1C,8,14,1,-7,16,5,-4,-2,0.1,-4
COCCCN1CN(S(=O)(=O)c2cccs2)c2nc3ccccc3nc21,-5,-3,4,2,10,2,-1,0,1.2,-14
CCCCc1nc(NCCN)c(C#N)c2c1CSC(C)(C)C2,3,1,4,0,-13,12,-1,-3,3.2,-7
Cc1ccnn1-c1ccc(C(=O)N2CCCN(S(=O)(=O)c3ccc(F)cc3)CC2)cc1,4,-3,2,-1,3,2,-4,1,0.3,7
Cc1cc(S(=O)(=O)N2CCCOC2CNC(=O)C(=O)NCc2cccs2)ccc1F (configuration not stated),0,9,1,0,-4,-3,-5,-4,-1.8,-5
COc1cccc(-n2nnc3c(=O)n(CC(=O)Nc4ccc(C)cc4)cnc32)c1,6,-1,-6,-5,10,-2,-4,2,-1.6,-6
CN1CCN(CCOCCOc2c(Cl)cc(Cl)cc2Cl)CC1,7,-12,7,4,2,-5,-2,-2,-0.3,2
COc1ccccc1C(=O)COC(=O)CCN=C1NS(=O)(=O)c2ccccc21,-4,5,-4,2,3,3,0,0,-1.1,3
COc1ccc(NC(=O)CSc2nnc(C)n2Cc2ccccc2)cc1,-2,1,-1,0,-3,-6,3,-1,-0.4,2
O=C(Nc1nc(-c2ccccc2)c(C(=O)c2ccccc2)s1)c1ccc(S(=O)(=O)N2CCCC2)cc1,9,-8,-1,-3,3,1,16,2,-0.3,-4
CCNc1c([N+](=O)[O-])ncn1C,6,-6,3,3,7,-1,4,1,-0.4,-6
CCN1C(=O)[C@H]2[C@@H](c3ccc(C(F)(F)F)cc3)N[C@]3(CCCN(Cc4ccc(C(F)(F)F)cc4)C3=O)[C@H]2C1=O,-17,3,4,2,1,-2,3,2,0.6,-9

The results go on:
smiles,mABHD4 FP,TCR CD3 inh,SIAE primary,LEDGF integ inh,HTRA1 inhibitor,rCAG binder,NR1D1 modulator,PRMT1 inh,PG9 Ab binder,TDP2 absorb
Cn1cc(C(CC(=O)O)C(=O)O)c2ccccc21 (configuration not stated),5,-1,-1,2,7,5,-1,1,-1.1,0
C[C@@H]1CN([C@@H](C)CO)C(=O)c2cc(NC(=O)c3ccccc3)ccc2O[C@@H](C)CCCCO[C@@H]1CN(C)S(=O)(=O)c1ccc(F)cc1,-14,6,-11,4,-11,6,4,0,0.4,-1
COC(=O)[C@H](C(C)C)n1c(C)c(C(C)=O)c(C(C)=O)c1C,-6,4,5,-5,0,0,0,1,-0.8,0
CC1(C)NC(=O)N(CCOCCOc2ccccc2)C1=O,-2,-4,2,-1,4,4,-1,1,-0.7,-1

Compound profiles (already shown). Screens in order: mABHD4 FP	TCR CD3 inh	SIAE primary	LEDGF integ inh	HTRA1 inhibitor	rCAG binder	NR1D1 modulator	PRMT1 inh	PG9 Ab binder	TDP2 absorb
Cn1c(C(=O)OC(C(=O)NC2CCCC2)c2ccncc2)cc2sccc21 (configuration not stated) in the list: 2	-6	1	4	-14	-2	-4	6	-1.8	-9
CC(C)(O)C#Cc1ccc(C(=O)Nc2ccc3c(c2)OCO3)s1 in the list: 2	-3	10	1	-1	2	-2	3	0.5	-8
CCCCC1CCC(C(=O)N(CC(C)C)c2c(N)n(CCCC)c(=O)[nH]c2=O)CC1 (configuration not stated) in the list: 0	-4	0	0	-5	0	2	-3	1.0	0
